aSyn tox rescue: rescues yeast growth from alpha-synuclein toxicity. S. cerevisiae alpha-synuclein toxicity rescue, BacTiter-Glo growth, 24 h. Potency, µM (highest dose often 46.1 µM), without a hit: at the highest dose growth rescue (activation), hits mostly activators. 0.02% of 94,000 active; active = well fitted activation curve with a large enough effect; inconclusive = small, poorly fitted or top-dose-only effect; also: 0% is about no effect
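Growth restoration measured by BacTiter-Glo luminescence after 24 hr at 30 deg C; alpha-synuclein yeast, raffinose-pregrown to mid-log, were added at OD600=0.02 in galactose medium onto pinned compounds.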
Starred values were filed as active, the others as inactive. Potency is read from the fitted curve at half-maximal effect. Not all compounds are listed (hit frequency here may not be typical).

For O=C1CC(C(=O)N2CCN(Cc3ccccc3)CC2)CN1Cc1ccccc1 (stereo unspecified) the results were aSyn tox rescue -4%.
CC(C)C1C(=O)N(Cc2cn(CCC3OCCO3)nn2)CCS(=O)(=O)N1Cc1ccc(-c2ccc(Cl)c(Cl)c2)cc1 (stereo unspecified) was read as aSyn tox rescue inconclusive.
For CCOc1cccc(CN2CCC(Oc3ccc(C(=O)N4CCCC4)cc3)CC2)c1O the results were aSyn tox rescue 7%.
For C=CCOc1ccc(S(C)(=O)=O)cc1 the results were aSyn tox rescue -3%.
For Cc1ccc(Cl)cc1NC(=O)c1cnn2c(C(F)F)cc(-c3ccccc3)nc12 the results were aSyn tox rescue -2%.
For CSc1cccc(NC(=O)C2CCCN(S(C)(=O)=O)C2)c1 (stereo unspecified) the results were aSyn tox rescue -13%.
`O=C(NCCc1ccc(Cl)cc1)C(=O)NCC(c1cccs1)S(=O)(=O)c1cccs1` (stereo unspecified) gave aSyn tox rescue -1%.
For COC(=O)c1cc2sccc2n1Cc1ccc(F)cc1 the results were aSyn tox rescue -13%.
`Cc1cc(C)cc(NC(=O)N2CCN(C(=O)c3nsc4ccccc34)CC2)c1` gave aSyn tox rescue 0%.
`CCC(=O)OC1=CN(Cc2ccccc2)S(=O)(=O)c2ccccc21` gave aSyn tox rescue -2%.
Screening Cc1oc(-c2ccccc2F)nc1CS(=O)(=O)CC(=O)N1CCOCC1 returned aSyn tox rescue 0%.
For O=C(COc1ccccc1-c1nc(-c2ccccc2)no1)Nc1ccc([N+](=O)[O-])cc1 the results were aSyn tox rescue -4%.
For CCCCCN(C(=O)CCC(=O)OCCOc1ccc(OCC)cc1)c1c(N)n(CCCC)c(=O)[nH]c1=O the results were aSyn tox rescue -4%.
COc1ccccc1NC(=O)N(C)C[C@@H]1OCc2cnnn2CCCC(=O)N([C@@H](C)CO)C[C@@H]1C was read as aSyn tox rescue 4%.
Cc1c(NC(=O)c2ccc([N+](=O)[O-])o2)cccc1-c1nc2ncccc2o1 was read as aSyn tox rescue 0%.
Screening O=C(NCCc1ccccc1)c1cnc2sc(N3CCOCC3)nn2c1=O returned aSyn tox rescue 0%.
For Cc1ccc(NC(=O)C(=O)c2cc(C)n(-c3ccc(F)cc3)c2C)cc1C the results were aSyn tox rescue -6%.
CCOc1ccc(S(=O)(=O)N2CCN(c3ccccc3)CC2)cc1C(N)=O was read as aSyn tox rescue -11%.
For COCCn1c(C)cc(O)c(C(c2ccc(Cl)cc2)N2CCCCC2)c1=O (stereo unspecified) the results were aSyn tox rescue 6%.
`Cc1cc(C)c(NC(=O)CSc2nc3ccc(N4C(=O)c5ccccc5C4=O)cc3s2)c(C)c1` gave aSyn tox rescue 8%.

Looked up by compound from the entries so far:
`O=C(NCCc1ccc(Cl)cc1)C(=O)NCC(c1cccs1)S(=O)(=O)c1cccs1` (stereo unspecified) gave aSyn tox rescue -1%.
For CCCCCN(C(=O)CCC(=O)OCCOc1ccc(OCC)cc1)c1c(N)n(CCCC)c(=O)[nH]c1=O the results were aSyn tox rescue -4%.
Screening O=C(NCCc1ccccc1)c1cnc2sc(N3CCOCC3)nn2c1=O returned aSyn tox rescue 0%.
`Cc1cc(C)c(NC(=O)CSc2nc3ccc(N4C(=O)c5ccccc5C4=O)cc3s2)c(C)c1` gave aSyn tox rescue 8%.
`CCC(=O)OC1=CN(Cc2ccccc2)S(=O)(=O)c2ccccc21` gave aSyn tox rescue -2%.

(next part)
CC(=O)c1sc2nc(CSc3nncn3C)[nH]c(=O)c2c1C was read as aSyn tox rescue -2%.
Cc1nc(Cl)c(C(=O)NC(=O)NCc2ccccc2)c(C)c1Cl was read as aSyn tox rescue 5%.
For O=C(CO)N/N=C/c1c2ccccc2cc2ccccc12 the results were aSyn tox rescue 12%.
O=C1CN(S(=O)(=O)c2ccc([N+](=O)[O-])cc2)CC(=O)N1 was read as aSyn tox rescue -9%.
`Cc1ccc(CNC(=O)c2ccc(CSCc3ccccc3C)o2)cc1` gave aSyn tox rescue inconclusive.
Screening Cc1ccc(SCC(=O)NNC(=O)c2ccc(S(C)(=O)=O)cc2)cc1 returned aSyn tox rescue -5%.
Screening O=C1CCCc2cc(S(=O)(=O)NCC3CCC(C(=O)Nc4ccc(Cl)cc4)CC3)ccc2N1 (stereo unspecified) returned aSyn tox rescue -6%.
For COc1cc(OC)cc(C(=O)NNC(=O)c2cc(=O)[nH]c3ccccc23)c1 the results were aSyn tox rescue 8%.
`COc1ccc(C2CC(=O)c3c(O)cc(O)cc3O2)cc1O` (stereo unspecified) gave aSyn tox rescue -1%.
For CCOC(=O)Cc1csc(NC(=O)CCCc2ccccc2)n1 the results were aSyn tox rescue 7%.
Screening C[C@H](NC(=O)C1CCN(S(=O)(=O)c2ccccc2)CC1)C(=O)NCc1ccncc1 returned aSyn tox rescue 8%.
Cc1ccc(-n2nnc(-c3nsc(NC(=O)c4ccc(C)c(C)c4)n3)c2C)cc1 was read as aSyn tox rescue -2%.
O=C(NCc1nnnn1-c1ccc(F)cc1)C(=O)c1c[nH]c2ccccc12 was read as aSyn tox rescue -8%.
`Cc1cccc(C)c1NC(=O)c1sc(-n2nc(C)c(Cc3ccccc3)c2C)nc1C` gave aSyn tox rescue 5%.
`CC(C)S(=O)(=O)c1oc(-c2ccc(F)cc2)nc1S(=O)(=O)c1ccccc1` gave aSyn tox rescue -5%.
For O=C(CCC1N=C2c3ccccc3N=C(SCC(=O)Nc3cccc(Cl)c3)N2C1=O)NCc1ccco1 (stereo unspecified) the results were aSyn tox rescue 8%.
`CCC(C)NC(=O)c1c2c(nc3ccccc13)C(=O)N(C1CCCCC1)C2` (stereo unspecified) gave aSyn tox rescue 5%.
`O=C(CC1N=C2c3ccccc3N=C(SCC(=O)Nc3ccc(F)cc3)N2C1=O)NCc1ccc2c(c1)OCO2` (stereo unspecified) gave aSyn tox rescue 9%.
Screening CN1CCN(NC(=O)c2ccc(Cl)c(S(=O)(=O)Nc3ccc(Cl)cc3)c2)CC1 returned aSyn tox rescue -5%.
For COc1ccc(-c2cc(C(=O)N3CCN(c4ccccc4OC)CC3)c3cc(C(C)C)ccc3n2)cc1 the results were aSyn tox rescue -9%.

Not a retest: an excerpt of the list.
`O=C(CC1N=C2c3ccccc3N=C(SCC(=O)Nc3ccc(F)cc3)N2C1=O)NCc1ccc2c(c1)OCO2` (stereo unspecified) gave aSyn tox rescue 9%.
Screening CN1CCN(NC(=O)c2ccc(Cl)c(S(=O)(=O)Nc3ccc(Cl)cc3)c2)CC1 returned aSyn tox rescue -5%.
For COc1ccc(-c2cc(C(=O)N3CCN(c4ccccc4OC)CC3)c3cc(C(C)C)ccc3n2)cc1 the results were aSyn tox rescue -9%.

Sorted by length of the SMILES (smallest number first): some entries from above
For CCOc1cccc(CN2CCC(Oc3ccc(C(=O)N4CCCC4)cc3)CC2)c1O the results were aSyn tox rescue 7%.
Cc1ccc(-n2nnc(-c3nsc(NC(=O)c4ccc(C)c(C)c4)n3)c2C)cc1 was read as aSyn tox rescue -2%.
For COc1ccc(-c2cc(C(=O)N3CCN(c4ccccc4OC)CC3)c3cc(C(C)C)ccc3n2)cc1 the results were aSyn tox rescue -9%.

Remaining list, next part.
Screening Fc1ccc(C(NCCc2ccccc2)c2nnc(-c3ccccc3Cl)o2)cc1 (stereo unspecified) returned aSyn tox rescue 16%.
O=C(COC(=O)c1nc(Cl)ccc1Cl)Nc1ncc(Cl)cc1Cl was read as aSyn tox rescue -4%.
CCC(=O)N1c2ccccc2CC1C(=O)NCc1cc(Br)ccc1OC (stereo unspecified) was read as aSyn tox rescue -11%.
For O=C(N/C(=C/c1ccccc1F)C(=O)N1CCCCC1)c1ccccc1 the results were aSyn tox rescue 9%.
`CCn1c(SCC(=O)Nc2ccc(OC)c(OC)c2)nnc1-c1c[nH]c2ccccc12` gave aSyn tox rescue 4%.
Screening Cc1cccc(C(=O)NNC(=O)c2c(-c3ccccc3Cl)noc2C)c1O returned aSyn tox rescue -5%.
`CCN(C(=O)COC(=O)c1ccc2[nH]c3c(c2c1)CCCC3)C1CCS(=O)(=O)C1` (stereo unspecified) gave aSyn tox rescue 8%.
Cc1ccc(C(=O)NCCc2nnc3ccc(SCC(=O)Nc4nnc(C)s4)nn23)cc1 was read as aSyn tox rescue 6%.
`CSc1cccc(NC(=O)CCC(=O)O)c1` gave aSyn tox rescue -8%.
Cc1ccc2ncc(C(=O)NCCc3ccc(S(N)(=O)=O)cc3)c(=O)n2c1 was read as aSyn tox rescue -11%.
For O=C(CSc1ncc2c(n1)-c1ccccc1N(Cc1ccc(F)cc1)S2(=O)=O)c1ccc(Cl)cc1 the results were aSyn tox rescue 7%.
`CCn1c(SC(C)C(=O)Nc2ccc(N3CCOCC3)cc2)nnc1-c1ccco1` (stereo unspecified) gave aSyn tox rescue 4%.
For O=C(CSc1nc2ncccc2[nH]1)NC1CCCC1 the results were aSyn tox rescue 3%.
For COc1cccc(C(=O)NCCSc2c(-c3ccc(F)cc3)[nH]c3ccccc23)c1OC the results were aSyn tox rescue -7%.
CNC(=O)N(O)C1N(/N=C/c2ccccc2O)C(=S)SC1(C)C (stereo unspecified) was read as aSyn tox rescue 2%.
Screening Cc1nc(SCC(=O)N2CCC(Cc3ccccc3)CC2)[nH]c(=O)c1C returned aSyn tox rescue -11%.
Screening CCCN1C(=O)C2(c3ccccc31)c1c(oc3cc(C)c(C)cc3c1=O)C(=O)N2CCCOC (stereo unspecified) returned aSyn tox rescue -2%.
Screening Cc1cccc(C(=O)Nc2cccc(-c3ccc4nncn4n3)c2)c1 returned aSyn tox rescue 3%.
COC(=O)c1c(NC(=O)Cc2coc3ccc(C(C)C)cc23)sc2c1CCC2 was read as aSyn tox rescue 2%.
O=S(=O)(NCCS(=O)(=O)N1CCN(c2ccc(F)cc2)CC1)c1ccccc1 was read as aSyn tox rescue 13%.
For O=C(CN1CCC(C(=O)c2ccc(F)cc2)CC1)Nc1ccccc1Cl the results were aSyn tox rescue -11%.
For CCCC1=Nc2cc(C(=O)NCCc3ccc(OC)cc3OC)ccc2Sc2ccccc21 the results were aSyn tox rescue 3%.
`Cc1ccc(S(=O)(=O)CC(=O)Nc2nc(C(C)(C)C)cs2)cc1` gave aSyn tox rescue 18%.
Screening COc1ccc(/C(N)=N/OC(=O)CCCN2C(=O)c3ccccc3C2=O)cc1OC returned aSyn tox rescue 4%.
CC(=O)c1ccc(OCC(O)CN2CCCC(C)C2)cc1 (stereo unspecified) was read as aSyn tox rescue -3%.
`Cc1cc(Nc2cccc(F)c2)n2nc(-c3ccco3)nc2n1` gave aSyn tox rescue 0%.
Cc1cc(C)cc(OC(=O)c2snnc2C)c1 was read as aSyn tox rescue -11%.
O=C1CC=Nc2ccc([N+](=O)[O-])cc21 was read as aSyn tox rescue 4%.
COc1cc(/C=N/NC(=O)c2cccc3ccccc23)ccc1OCC(N)=O was read as aSyn tox rescue -2%.
`Cc1ccc(NC(=O)Nc2cn(CC(C)C)c(=O)c3ccccc23)cc1N(C)C` gave aSyn tox rescue -1%.
For COc1ccc(NC(=O)C2CCCN2S(=O)(=O)c2cccs2)c([N+](=O)[O-])c1 (stereo unspecified) the results were aSyn tox rescue 3%.
CC1CCCN(C(=O)Cn2ncc3c([nH]c4ccccc43)c2=O)C1 (stereo unspecified) was read as aSyn tox rescue 7%.
Screening CCc1ccc2occ(CC(=O)Nc3c(C(=O)c4ccc(F)cc4)oc4ccccc34)c2c1 returned aSyn tox rescue 1%.
COc1ccccc1NC(=O)CSc1nnc(N)s1 was read as aSyn tox rescue -2%.
Screening Cc1ccc([C@H]2N[C@]3(CCCN(CC4CCCCC4)C3=O)[C@H]3C(=O)N(C)C(=O)[C@@H]23)cc1 returned aSyn tox rescue -6%.
`COc1ccc(NC(=O)CC2CCCC2)cc1OC` gave aSyn tox rescue 0%.
Screening CCc1ccccc1NC(=O)Cn1ccn(Cc2ccccc2)c(=O)c1=O returned aSyn tox rescue -10%.
Screening Cc1ccc(NC(=O)Cn2c(=O)n(Cc3ccco3)c(=O)c3sc4ccccc4c32)cc1C returned aSyn tox rescue -6%.
`COc1ccc(CCC(=O)NCc2nc3cccnc3n2Cc2cccc(OC)c2)cc1` gave aSyn tox rescue 3%.
For CCOC(=O)c1[nH]c(C)c(C(=O)Nc2ccc(C)c(C)c2)c1C the results were aSyn tox rescue -8%.
`CC(C)CN1CCc2nc(N3CCN(c4ncccn4)CC3)ncc2C1` gave aSyn tox rescue 4%.
O=C(C1=C(O)C(=O)N(CC2CCCO2)C1c1cccc(Cl)c1)c1ccco1 (stereo unspecified) was read as aSyn tox rescue -4%.
Screening O=C(NCc1cccc(C(F)(F)F)c1)c1ccc2c(c1)OCCO2 returned aSyn tox rescue -5%.
Cc1cc2ncc(C(N)=O)cn2n1 was read as aSyn tox rescue -13%.
CCOC(=O)c1c(S(=O)(=O)NCC(=O)Nc2cc(C)ccc2OC)c(C)n(C)c1C was read as aSyn tox rescue -1%.
`COc1cccc(NC(=O)c2oc3ccccc3c2NC(=O)C23CC4CC(CC(C4)C2)C3)c1` gave aSyn tox rescue -5%.
Cc1ccc(CSc2nc(-c3cccs3)ccc2C#N)cc1 was read as aSyn tox rescue 6%.
For COc1ccccc1CNC(=O)CCCCn1c(=O)c2ccccc2n(CC(=O)Nc2cccc(Cl)c2)c1=O the results were aSyn tox rescue 7%.
Screening COc1ccccc1N1CCN(C(=O)C2CCCN(S(=O)(=O)c3ccc4c(c3)oc(=O)n4C)C2)CC1 (stereo unspecified) returned aSyn tox rescue 4%.
Cc1ccc(NC(=O)C(Cc2ccccc2)NS(=O)(=O)c2cccs2)cc1Cl (stereo unspecified) was read as aSyn tox rescue -6%.
CC(=O)c1cnc(-c2ccccc2)s1 was read as aSyn tox rescue -4%.
For COc1cc(OC)cc(C(=O)Nc2cccc(NC(=O)c3cc(OC)cc(OC)c3)n2)c1 the results were aSyn tox rescue -3%.
`COc1ccc(NC(=O)C[C@H]2C(=O)N(c3ccc(OC)cc3)C[C@@H]2c2ccc(Br)cc2)cc1` gave aSyn tox rescue 11%.
Cc1ccc(-c2csc(-c3nc(-c4ccc(Br)s4)cs3)n2)cc1 was read as aSyn tox rescue 8%.

Bioassay records: PubChem, National Center for Advancing Translational Sciences (NCATS)
